High-throughput results deposited in PubChem by several laboratories.
VIM-2 inh – VIM-2 metallo-beta-lactamase inhibitors, primary screen, biochemical, epi-absorbance readout, Pseudomonas aeruginosa enzyme. purified VIM-2, nitrocefin hydrolysis, epi-absorbance fluorescence. inhibition, % at 5.6 µM. hit rate 0.89% among 290,000;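 active means inhibition above the mean of all tested compounds plus 3 SD, cutoff set per screening run, cut at about 7.5% in these data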;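 further: red hydrolysis product quenches plate fluorescence so inhibitors raise well fluorescence; 0% = enzyme with DMSO and 100% = DMSO without enzyme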
MEKK2mut PB1 HTS – MEK5 binding signal on mutant MEKK2 PB1, primary screen, biochemical, multiplex bead flow cytometry, Alexa488-MEK5; percent response, % at 10 µM; hit rate 0.35% among 290,000; Alexa488-MEK5 binding to MEKK2 mutant; in the data active means percent response above about 24%, passing the limit was not always enough; further: inactives centre near 1; some results filed as inactive read as strong as hits
SUMO HTRF inh – inhibitors of in vitro SUMOylation cascade, primary screen, biochemical, HTRF, uHTS; SUMO-conjugating enzyme UBC9 (Homo sapiens), P63279; HTRF SUMOylation assay, SAE1/SAE2 + UBC9; inhibition, % at 35 µM; hit rate 0.36% among 290,000; AID 2006, 2009; in the data active means inhibition above about 50%, passing the limit was not always enough; further: strong numbers were not always called active
Target sequence (P63279 whole entry, looked up): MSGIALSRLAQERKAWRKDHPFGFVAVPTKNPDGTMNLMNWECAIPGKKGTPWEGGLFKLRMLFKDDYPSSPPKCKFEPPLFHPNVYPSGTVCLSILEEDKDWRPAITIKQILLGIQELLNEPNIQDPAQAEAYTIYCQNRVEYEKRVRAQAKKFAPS
M18AAP inhibitor – PfM18AAP inhibitors, malaria aminopeptidase, primary screen, biochemical, QFRET, recombinant enzyme. M18 aspartyl aminopeptidase (Plasmodium falciparum 3D7). hit rate 1.2% among 290,000. H-Glu-NHMec fluorogenic cleavage. inhibition, % at 7.35 µM;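 active means inhibition above the campaign mean inhibition over all tested compounds plus 3 SD, cut at about 28% in these data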;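 further: 0% = plate median of test compound wells and 100% = 2 mM ZnCl2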
FID counter – compounds displacing fluorescent DNA intercalator, primary screen, artefact control for HCV NS3 helicase inhibitor project, biochemical, FID fluorescence. DNA fluorescent intercalator displacement. inhibition, % at 7.9 µM. hit rate 0.17% among 290,000. AID 1845, 2009; in the data active means inhibition above about 37%;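 further: 0% = vehicle and 100% = reference compound; higher means more ethidium bromide displaced from hairpin DNA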
NS3 helicase inh – inhibitors of HCV NS3 helicase, primary screen, biochemical, Cy5 molecular beacon fluorescence; Hepatitis C virus NS3 helicase; NS3 helicase DNA unwinding; inhibition, % at 10.9 µM; hit rate 0.56% among 290,000; AID 1800, 2009;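 active means inhibition above the mean of all tested compounds plus 3 SD, set per campaign, cut at about 35% in these data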;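 further: 0% = DMSO wells and 100% = thioflavine S control wells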
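Control set: DMSO versus 110 µM thioflavine S; Material: NS3 helicase fragment of HCV; Measured by: Cy5 fluorescence at 0 and 60 min, beacon hairpin quenching; Read-out basis: percent inhibition from t60/t0 fluorescence ratio; Times: reaction time 60 min, 25 °C; Repeats: single replicate; Compound dosing: single dose, 10.9 µM nominal final, DMSO 0.8% final.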
MEKK2 WT-MEK5 – modulators of MEK5 binding to wildtype MEKK2, primary screen, biochemical, multiplex bead flow cytometry, Alexa488-MEK5 | Mitogen-activated protein kinase kinase kinase 2 (Homo sapiens), Q9Y2U5 | AID 1531, 2009 | binding response (% of control), % at 10 µM | hit rate 1.1% among 290,000 | Alexa488-MEK5 binding to MEKK2 WT; actives lie on both sides; in the data active means binding response below about 67% or above about 130%
NALP1 inh – NALP1 inflammasome inhibitors in reconstituted yeast, colorimetric, S. cerevisiae, triplicate retest; S. cerevisiae NALP1/ASC/caspase-1 growth, X-gal OD620, 72 h; hit rate 0.61% among 280,000; inhibition, % at 10 µM; in the data active means inhibition mostly above about 24%, no sharp cut-off; inactive means mostly below about 32%; further: some compounds called inactive have numbers as strong as hits
IMP-1 inhibitor – IMP-1 metallo-beta-lactamase inhibitors, primary screen, biochemical, epi-absorbance readout, Pseudomonas aeruginosa enzyme; metallo-beta-lactamase IMP-1 (Pseudomonas aeruginosa); purified IMP-1, nitrocefin hydrolysis, epi-absorbance fluorescence; inhibition, % at 5.6 µM; hit rate 0.45% among 290,000; AID 1556, 2009;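 active means inhibition above the mean plus 3 SD of all compounds in the same screening run, cut at about 4.5% in these data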;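 further: 0% = IMP-1 with DMSO and 100% = DMSO wells lacking enzyme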
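System – purified recombinant IMP-1 beta-lactamase · Input – IMP-1 dispensed at 0.2 nM · Timing – 15 min preincubation plus 25 min reaction at 25 °C · Signal – Epi-absorbance fluorescence, 480 nm excitation, 530 nm emission · Measure – percent IMP-1 inhibition derived from blank-referenced optical density · Controls – Enzyme-plus-DMSO low control, enzyme-free DMSO high control · Replication – singlicate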
Numbers without * were called inactive; . = no result given.

The line under a structure holds: SUMO HTRF inh	MEKK2mut PB1 HTS	NALP1 inh	VIM-2 inh	FID counter	NS3 helicase inh	MEKK2 WT-MEK5	M18AAP inhibitor	IMP-1 inhibitor
1. CCn1c(CCNC(=O)c2cccs2)nnc1SCC(=O)Nc1nc(-c2ccccc2)cs1
    -6	-1	6	-2.1	-33	-10	85	4	-3.1
2. O=C(Nc1ccc(F)c(F)c1)C1CCCN(S(=O)(=O)c2cccc3nonc23)C1 (stereo not drawn)
    11	5	12	-1.0	2	-1	104	8	-2.0
3. CCOC(=O)c1c(C)nc(C)c2c(=O)oc3ccccc3c12
    4	-16	-4	1.3	-7	-5	81	-1	-0.2
4. COc1cccc(NC(=S)N2CCCN(Cc3ccc(F)cc3)C2)c1
    -18	-3	0	-3.9	-1	-21	103	7	-1.8
5. COc1ccc(-n2c(C)cc(/C=C(\C#N)C(=O)NCc3ccco3)c2C)cc1
    24	0	.	-1.9	-12	5	102	-7	-2.0
6. Nc1ccccc1SCC(=O)Nc1nc(-c2ccccc2)cs1
    8	1	14	-2.4	-2	-22	99	5	-1.1
7. COc1ccc(N2CCN(C(=O)c3ccc4ccccc4n3)CC2)cc1
    9	-19	-12	2.8	-30	2	73	8	0.3
8. CC1C/C(=C\c2ccccc2[N+](=O)[O-])c2nc3ccccc3c(C(=O)O)c2C1 (stereo not drawn)
    10	-5	11	0.8	-20	19	92	-7	-1.9
9. CNC(=O)CSc1nc2cc(S(=O)(=O)Nc3ccccc3OC)ccc2o1
    6	7	5	-1.8	-15	7	102	-7	-5.0
10. NC(=O)C1CCN(C(=S)NC2CC3C=CC2C3)CC1 (stereo not drawn)
    12	-5	-4	0.5	1	0	95	-8	-0.7
11. CC12CN(C(=O)c3ccco3)CC(c3ccccc3)(CN(C(=O)c3ccco3)C1)C2=O
    10	4	-9	1.3	-11	5	102	-5	-10
12. CC(C)c1nc(CNC(=O)CC2C(=O)NCCN2Cc2ccc(F)cc2Cl)cs1 (stereo not drawn)
    11	4	11	0.3	-34	-25	107	-15	0.8
13. CCc1nc2cc(CC(=O)O)ccc2o1
    0	-2	-3	0.4	-1	0	96	-2	-0.5
14. CC1(c2ccccc2)NC(=O)N(CC(=O)N2CCOCC2)C1=O (stereo not drawn)
    33	0	36*	2.3	-3	17	93	7	0.7
15. CN1/C(=C\C=C2/C(=O)Oc3ccccc3C2=O)C(C)(C)c2ccccc21
    48	-13	24	9.6*	-25	-6	75	9	13*
16. Cc1noc(COc2ccccc2OCC(N)=O)c1Cl
    11	4	3	1.8	-6	7	102	0	1.9
17. Nc1nonc1-n1nnc(C(=O)N/N=C/c2ccccc2Cl)c1-c1ccc2c(c1)OCO2
    2	-3	19	1.3	-10	17	92	5	1.2
18. CN1/C(=C\C(=S)Nc2ccccc2)C(C)(C)c2ccccc21
    -16	-1	3	-2.0	-1	9	96	1	-2.8
19. COc1ccc(Cl)cc1NC(=S)NCCCN1CCCC1=O
    -3	-14	1	3.5	-14	2	63	14	0.8
20. CC(O)CSc1nc2c(c(=O)[nH]c(=O)n2C)n1Cc1ccccc1Cl (stereo not drawn)
    16	2	-5	-3.1	-17	-9	99	-1	-2.9
21. Cc1ccccc1-n1c(=O)cc(N2CCCCCC2)[nH]c1=O
    -3	9	-1	-1.3	2	3	102	-9	-0.5
22. COCCNC(=O)C1CC(=O)N(c2ccc(OC)cc2)C1c1ccc(OC)cc1 (stereo not drawn)
    4	-2	-1	-1.4	-11	-7	100	-2	-2.4
23. CCCCNCc1cc(OCC)c(OCC)cc1Br
    16	12	17	-1.8	13	-13	103	0	-1.8
24. COC(=O)c1cn(C)c2ccc(S(=O)(=O)N3CC(C)CC(C)C3)cc2c1=O (stereo not drawn)
    0	8	8	-3.4	-6	-10	98	-1	-3.4
25. Cc1cc(C)n(CC(=O)NN)n1
    11	-4	5	-1.4	-13	11	101	-1	-1.9
26. Cc1ccn(-c2ccc([N+](=O)[O-])cc2)n1
    -8	-1	.	-1.2	6	-5	97	-1	-1.3
27. O=c1c2c(-c3cccs3)csc2ncn1-c1ccccc1
    -8	19	8	-2.2	-2	-10	15*	-6	0.2
28. CCOc1ccc(N2CC(C(=O)N3CC(C)OC(C)C3)CC2=O)cc1 (stereo not drawn)
    17	4	2	-0.8	-9	6	101	-6	-0.9
29. CSc1sc(C(=O)NC(=O)NCc2ccncc2)c(C)c1-c1ccon1
    5	-8	4	32*	-25	10	91	13	-2.5
30. CCCCCc1nc(-c2nonc2N)no1
    21	2	-11	-2.4	1	3	97	1	-1.3
31. CCNC(=S)NNC(=O)c1cc(-c2ccc(OC)cc2)nc2ccccc12
    -40	2	26	-3.9	-14	0	106	5	-1.1
32. CCOC(=O)c1cc2c(ccn2C)n1CC(=O)Nc1ccc(F)cc1
    13	-5	9	-1.1	-4	2	94	6	-1.6
33. COc1cc(OC)c(S(=O)(=O)NCc2cccnc2)cc1NC(C)=O
    7	2	21	-2.4	-10	8	99	-1	-4.6
34. CC(=O)Nc1nc(-c2cccs2)cs1
    2	3	15	-0.4	2	-3	102	-3	1.4
35. C/C(=C(/NC(=O)c1ccccc1)C(=O)O)c1ccco1
    13	-3	24	-2.8	-4	6	97	5	-2.4
36. N#C/C(=C\c1cn(Cc2ccc(C#N)cc2)c2ccccc12)C(=O)NCc1cccs1
    14	0	6	-2.5	-3	-6	106	-5	-1.7
37. CN(C)CCCNC(=O)c1cc(C(=O)Cc2ccccc2)c[nH]1
    7	2	6	-0.4	1	9	100	-9	-1.4
38. O=C(Nc1ccccc1C(=O)N1CCN(CCO)CC1)c1cccc([N+](=O)[O-])c1
    6	3	0	0.9	-1	0	102	-5	-0.1
39. CC(C)(C)Nc1scc(-c2ccccc2)[n+]1-c1ccccc1
    -7	-15	9	2.7	7	2	84	4	0.3
40. COc1ccc(S(=O)(=O)N2CCCOC2CNC(=O)C(=O)NCCCn2ccnc2)cc1 (stereo not drawn)
    5	1	-7	-0.3	0	10	102	-13	0.2
41. Cn1c(=O)oc2cc(S(=O)(=O)N3CCCC(C(=O)NCC4COc5ccccc5O4)C3)ccc21 (stereo not drawn)
    -3	.	21	-1.0	-17	-10	.	2	-1.4
42. O=C(NCCc1ccc(Cl)cc1)C1CCN(C(=O)c2sccc2-n2cccc2)CC1
    0	5	13	-1.0	-31	-4	104	-1	-0.9
43. COc1ccc(S(=O)(=O)Nc2ccccc2-c2nc3ccccc3[nH]c2=O)cc1
    4	-4	0	-0.8	-8	-3	99	4	-2.1
44. CC1CN(C(=O)CCC(=O)N2CCN(c3cccc(C(F)(F)F)c3)CC2)c2ccccc2O1 (stereo not drawn)
    .	13	12	-0.2	-41	-16	107	2	2.3
45. COc1cc(/C=C(\NC(=O)c2ccccc2)C(=O)NC(C(=O)O)c2ccccc2)cc(OC)c1OC (stereo not drawn)
    4	1	0	-3.4	-34	-7	100	3	-4.0

One compound at a time, from the list above. Order of screens: SUMO HTRF inh	MEKK2mut PB1 HTS	NALP1 inh	VIM-2 inh	FID counter	NS3 helicase inh	MEKK2 WT-MEK5	M18AAP inhibitor	IMP-1 inhibitor
CC(C)(C)Nc1scc(-c2ccccc2)[n+]1-c1ccccc1 in the list: -7	-15	9	2.7	7	2	84	4	0.3
COc1cc(OC)c(S(=O)(=O)NCc2cccnc2)cc1NC(C)=O in the list: 7	2	21	-2.4	-10	8	99	-1	-4.6
N#C/C(=C\c1cn(Cc2ccc(C#N)cc2)c2ccccc12)C(=O)NCc1cccs1 in the list: 14	0	6	-2.5	-3	-6	106	-5	-1.7
COc1ccc(S(=O)(=O)N2CCCOC2CNC(=O)C(=O)NCCCn2ccnc2)cc1 (stereo not drawn) in the list: 5	1	-7	-0.3	0	10	102	-13	0.2

The listing continues:
The line under a structure holds: SUMO HTRF inh	MEKK2mut PB1 HTS	NALP1 inh	VIM-2 inh	FID counter	NS3 helicase inh	MEKK2 WT-MEK5	M18AAP inhibitor	IMP-1 inhibitor
46. O=C(Cn1nc(Cc2cccnc2)c2ccccc2c1=O)Nc1ccc2c(c1)OCO2
    10	9	37	-1.4	-10	-3	110	3	-1.8
47. O=c1c2ccccc2nc(SCc2ccccc2Cl)n1Cc1ccccc1
    -10	-6	2	-0.1	5	2	96	7	-0.6
48. O=C(CN1C(=O)COc2ccccc21)NCCN1CCc2ccccc2C1
    4	5	5	-2.9	-4	4	109	2	-3.6
49. COc1ccc(Nc2nc(C(=O)N(CCO)Cc3ccccc3)cs2)cc1
    0	0	-11	-2.8	-26	4	98	1	-3.0
50. CNC(=S)NNC(=O)Cc1ccc(O)cc1
    4	-1	8	-5.2	-3	5	101	15	-4.6
51. COc1cccc(C2(O)CC(C(F)(F)F)=NN2C(=O)c2ccccn2)c1 (stereo not drawn)
    8	-5	4	-3.2	-19	-1	92	0	-8.3
52. O=C(CCN1C(=O)c2ccccc2C1=O)N1CCN(Cc2ccc(Cl)cc2Cl)CC1
    2	-1	-2	0.1	-21	-13	97	-2	0.1
53. C/C(N)=C(/C#N)C(=O)CN1C(=O)NC(Cc2c[nH]c3ccccc23)C1=O (stereo not drawn)
    10	6	11	-2.9	-3	4	102	3	-3.8
